# Sm TGR inh = qHTS Assay for the Inhibitors of Schistosoma Mansoni Peroxiredoxins. Schistosoma mansoni thioredoxin glutathione reductase (TGR), Q962Y6. purified TGR, DTNB reduction, TNB absorbance 405 nm. Potency, µM (top dose mostly 114 µM), for inactives: at the highest dose activity change, negative = inhibition, actives largely listed as inhibitors. 3% of 360,000 active. AID 485364, 2010; further: potency means the concentration at half of the fitted maximal effect; nearly all actives have a fitted effect of over 60% in size
#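 Kinetic colorimetric format: TGR-catalysed, NADPH-driven DTNB reduction monitored via TNB absorbance. Enzyme dispensed at 20 nM; compound exposure 15 min at room temperature before reaction start.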
# AmpC inh detg = qHTS Inhibitors of AmpC Beta-Lactamase (assay with detergent) | P00811 | AmpC hydrolysis of nitrocefin, absorbance 480 nm, 0.01% Triton | Potency, µM (top dose mostly 114 µM), for the others: at the top dose activity change, negative = inhibition, usual class: inhibitors | 0.041% of 370,000 active | AID 485294, 2010;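 further: potency means the concentration at half of the fitted maximal effect; 0% = no-compound wells and -100% = no-enzyme wells; nearly all actives have a fitted effect of over 25% in size; some results filed as inactive show a strong effect at the top dose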
# Target sequence (P00811 whole entry, looked up): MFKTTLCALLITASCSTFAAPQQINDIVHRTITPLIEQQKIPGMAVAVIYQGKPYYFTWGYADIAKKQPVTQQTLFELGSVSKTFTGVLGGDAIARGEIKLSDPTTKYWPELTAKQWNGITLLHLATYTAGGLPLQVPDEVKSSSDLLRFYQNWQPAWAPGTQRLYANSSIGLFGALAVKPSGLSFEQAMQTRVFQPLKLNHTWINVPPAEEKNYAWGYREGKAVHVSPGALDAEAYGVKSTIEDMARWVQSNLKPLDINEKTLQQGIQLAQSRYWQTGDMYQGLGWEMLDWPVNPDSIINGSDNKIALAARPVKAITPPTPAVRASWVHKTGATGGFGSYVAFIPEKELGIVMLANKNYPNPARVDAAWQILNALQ
#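 AmpC (5.3 nM in the dispensed reagent) in 20 mM phosphate pH 7.0 with 0.01% (detergent screen) or 0.0001% Triton X-100 was preincubated with compounds for 15 min at room temperature. Nitrocefin was then added from an 800 uM solution, and hydrolysis was followed at 480 nm.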
# AMA1 RON2 block = qHTS for Inhibitors of AMA1-RON; Towards Development of Antimalarial Drug Lead: Primary Screen; 0.2% of 360,000 active; Potency, µM (titrated, usually from 58.2 µM), for inactives: at the highest dose activity change, negative = inhibition, hits mostly inhibitors; AlphaScreen AMA1-biotinylated RON2 peptide binding; Plasmodium falciparum AMA1 (3D7) - RON2 peptide interaction;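 further: potency means the concentration at half of the fitted maximal effect; 0% = vehicle wells and -100% = peptide control; nearly all actives have a fitted effect of over 45% in size; some results filed as inactive show a strong effect at the top dose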
#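 AMA1 (3D7) with his tag at 25 nM final met compounds first, then biotinylated RON2 peptide at 25 nM; detection used donor plus acceptor beads, 10 µg/mL apiece, read by AlphaScreen after 30 min at room temperature.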
# HCV inhibitor = qHTS Assay for Inhibitors of Hepatitis C Virus (HCV) | 3.4% of 340,000 active | Potency, µM (highest dose often 41.8 µM), for inactives: at the top dose activity change, negative = inhibition, actives largely listed as inhibitors | Huh7.5.1 HCVcc-Cre infection, luciferase reporter, 44 h; further: potency means the concentration at half of the fitted maximal effect
#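 Compounds are dispensed onto cells plated 4 h earlier at 1,000 per well, with HCVcc-Cre virus (about 0.5 moi) added next. Following 44 h of culture, luminescent signal is measured for 15 sec after 15 min with substrate at room temperature.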
# FBPA Giardia inh = qHTS Assay for Inhibitors of Fructose-1,6-bisphosphate Aldolase from Giardia Lamblia | A8B2U2 | purified Giardia FBPA | Potency, µM (top dose mostly 59.6 µM), for the others: at the highest dose activity, negative = inhibition, most hits filed as inhibitors | 0.71% of 290,000 active | AID 2451, 2010; further: potency means the concentration at half of the fitted maximal effect; nearly all actives have a fitted effect of over 55% in size
# Target sequence (A8B2U2 whole entry, looked up): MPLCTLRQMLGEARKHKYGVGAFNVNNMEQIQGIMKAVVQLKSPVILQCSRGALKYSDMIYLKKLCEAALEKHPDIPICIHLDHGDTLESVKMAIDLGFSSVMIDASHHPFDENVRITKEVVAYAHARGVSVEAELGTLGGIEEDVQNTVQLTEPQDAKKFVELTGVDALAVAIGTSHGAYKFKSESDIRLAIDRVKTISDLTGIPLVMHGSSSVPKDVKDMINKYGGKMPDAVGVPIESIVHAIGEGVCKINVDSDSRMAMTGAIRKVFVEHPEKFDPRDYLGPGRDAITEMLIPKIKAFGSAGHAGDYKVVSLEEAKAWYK
#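 40 nM FBPA preincubated 10 min at RT with compound (up to 57.5 uM final), then substrate plus GAPDH/TPI/NAD/arsenate coupling and diaphorase/resazurin added. Fluorescence read after 20 min at RT, 525/598 nm.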
# HCMV antiviral = qHTS Assay for inhibitors of the human cytomegalovirus (HCMV) | HFF cells, HCMV-luciferase reporter, 72 h; active compounds read low | activity change, negative = inhibition, % at 57.5 µM | 4.5% of 410,000 active | AID 1259415, 2018; in the data active means activity change below about -60%; inconclusive means no clear call, values can overlap the other calls; inactive means above about -39%
#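 Inhibition of viral replication was scored as loss of reporter luminescence in HFFs infected with HCMV-luciferase (MOI 1 PFU/cell) for 72 h; compounds tested at 2 doses, normalized to buffer and Salinomycin controls.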
# * = called active by the depositor; ? = inconclusive; nt = no result given; & = joins results of further samples; [ ] = another dose, or the depositor's remark. Unless noted, the call rests on the fitted dose curve; in most records, active means well fitted curve in the direction sought with a large enough effect; inconclusive means small, poorly fitted or top-dose-only effect, or another doubt; inactive means no such curve, though single readings can be large; an effect the other way counts as inactive or inconclusive. Unless noted, on the % scale 0 is the no-effect control and ±100 the full control effect.
1: O=C(NCc1nnnn1-c1ccc(F)c(F)c1)c1ccc(S(=O)(=O)N2CCOCC2)cc1
2: Cc1ccc(S(N)(=O)=O)c(C)c1N1CCCC1=O
3: Cc1ccc(NC(=O)CCN2C(=O)C3CCCCC3C2=O)c(O)c1 (configuration not stated)
4: O=C(CCCC(=O)N/N=C/c1ccccc1C(=O)O)N/N=C/c1ccccc1C(=O)O
5: CCc1ccc(NC(=O)CSc2ccc(-c3ccccn3)nn2)cc1
6: O=c1c2ccccc2nc(-c2ccccc2)n1Cc1ccco1
7: N#Cc1ccc(NC(=O)COCc2cc(-c3ccc(F)cc3)on2)cc1
8: CCOC(=O)Cc1csc(NC(=O)c2ccc(C)cc2)n1

assay / entry | 1 | 2 | 3 | 4 | 5 | 6 | 7 | 8
HCMV antiviral | -15 | -18 | -1 | -19 | ? | 29 | -2 | -25
AMA1 RON2 block | -9% | -4% | 16% | 19% | ? | -10% | nt | -8%
Sm TGR inh | -2% | 2% | 0% | 3% | -2%&-10% | ? | 5% | 0%
HCV inhibitor | 11% | 6% | 10% | 10% | ? | -6% | nt | 22%
FBPA Giardia inh | nt | 2% | nt | -2% | nt | 12% | nt | -10%
AmpC inh detg | -15% | -6% | ? | -2% | 2%&-2% | ? | -2% | 5%

9: CCCN1C(=O)C(Cc2nc3ccccc3c(=O)n2C)c2ccccc21 (configuration not stated)
10: COCCn1c(Sc2nc(C)cs2)nc2c1c(=O)[nH]c(=O)n2C
11: CC(=O)N(c1ccccc1)c1ccc([N+](=O)[O-])cc1[N+](=O)[O-]
12: Cc1[nH]nc(SCC(=O)NC2CCCCC2)c1[N+](=O)[O-]
13: CC1(C)C(=O)OC(c2ccccc2)C(C)(C)C1=O (configuration not stated)
14: COc1ccccc1Cc1nc2ccccc2nc1SCC(=O)NCc1ccccc1Cl
15: COc1ccc(CC(=O)Nc2nccs2)cc1OC
16: CCCCSC1=N/C(=C/c2ccsc2)C(=O)N1c1ccccc1

assay / entry | 9 | 10 | 11 | 12 | 13 | 14 | 15 | 16
HCMV antiviral | -10 | 27 | -11 | -5 | -20 | 11 | 57 | 154
AMA1 RON2 block | 5% | 13% | -10% | 2% | -1% | nt | 4% | 27%
Sm TGR inh | 32% | -11% | ? | -1% | -27% | 4% | -20% | -14%
HCV inhibitor | -8% | ? | -7% | 24% | 26% | nt | ? | ?
FBPA Giardia inh | nt | -6% | 3% | -2% | -5% | nt | -3% | -3%
AmpC inh detg | 2% | -1% | -16% | 6% | -2% | 10% | ? | -9%

17: O=C(Nc1cccc(-c2cscn2)c1)C1CCN(Cc2ccsc2)CC1
18: CCN(CC)S(=O)(=O)c1cccc(NC(=O)c2ccc(Br)cc2)c1
19: CCN(CC)CCNc1nc(SC)nc2sc3c(c12)CCN(C)C3
20: COc1ccc(-c2cc(C)no2)cc1S(=O)(=O)N1CCOc2ccccc21
21: CN1CCC(OC(=O)Cc2ccccc2)CC1
22: Cn1c(=O)c2c(nc(NCc3ccc4c(c3)OCO4)n2Cc2ccc(F)cc2)n(C)c1=O
23: COc1ccccc1C1CC(c2ccc(Br)cc2)=NN1C(=O)c1cccnc1 (configuration not stated)
24: Cc1ccc(CNc2ccc(O)cc2)cc1

assay / entry | 17 | 18 | 19 | 20 | 21 | 22 | 23 | 24
HCMV antiviral | -34 | ? | -20 | 19&27 | 1 | -34 | 35 | -6
AMA1 RON2 block | 9% | -3% | -8% | 14% | 1% | ? | -10% | 31%[activator]
Sm TGR inh | 0% | 5% | 4% | -17%&1% | 10% | 6% | 0% | 11µM*
HCV inhibitor | 6% | 8.9µM* | ? | 3% | 7% | 11µM* | ? | -20%
FBPA Giardia inh | nt | -6% | -17% | -13% | -3% | -15% | -1% | 3.5µM*
AmpC inh detg | 10% | -10% | 5% | -7%&4% | -3% | -7% | 2% | -14%

25: C#CCOCCOCCOCCNc1nc(N2CCN(C(=O)Cn3cc(CC(C)O)nn3)CC2)nc(N2CCN(C(=O)[C@H](C)n3cc(CCCN=C(N)N)nn3)CC2)n1 (some centres not stated)
26: O=C(CCn1c(=O)c2cccn2c2ccccc21)Nc1ccc(F)cc1
27: COc1ccc(Cl)cc1NC(=S)N(Cc1cccnc1)Cc1ccco1
28: Cc1ccccc1OCCCCc1c(C)n[nH]c1C
29: C=CCN(CC(=O)NC1CCS(=O)(=O)C1)S(=O)(=O)c1ccccc1C(F)(F)F (configuration not stated)
30: O=c1/c(=C\c2ccc(F)cc2)sc2n1CCCN=2
31: CC(C)Nc1nc(NC(N)=S)nc(NC(C)(C)C)n1
32: Cc1nn(Cc2noc(C(=O)NCCc3ccccn3)n2)c(C)c1Br

assay / entry | 25 | 26 | 27 | 28 | 29 | 30 | 31 | 32
HCMV antiviral | nt | 60&119 | -34 | ? | 18 | -21 | -3 | 51
AMA1 RON2 block | -6% | 9% | -10% | -8% | -14% | -19% | 15% | 11%
Sm TGR inh | -27% | 1%&0% | -1% | -26% | -4% | -1% | 0% | 1%
HCV inhibitor | 18%[8.37 µM] | ? | ? | nt | 18% | 7% | -16% | -13%
FBPA Giardia inh | 14% | nt | -12% | -21% | 1% | -1% | -8% | -1%
AmpC inh detg | 0% | -4%&-13% | ? | -7% | -13% | ? | 9% | -6%

33: CCOc1cccc(CNCCNC(=O)c2nonc2N)c1
34: COc1ccccc1CNc1nc2nc(C)c(C)c(=O)n2[nH]1
35: O=C(Nc1cc(=O)c2ccccc2o1)N1CCCCC1
36: COc1cccc(C(=O)Nc2cc(C(=O)NCc3ccc(C)cc3)ccc2N2CCC3(CC2)CC(c2cccc(Br)c2)=NO3)c1
37: O=[N+]([O-])c1ccc(OCc2nnc(-c3ccccc3)o2)cc1
38: COc1ccc2nc(SCc3ccccc3)nc(C)c2c1

assay / entry | 33 | 34 | 35 | 36 | 37 | 38
HCMV antiviral | -6&37 | 5 | -32 | 1 | -27 | 59
AMA1 RON2 block | -7% | -16% | -1% | -1% | -1% | 92%[activator]
Sm TGR inh | 7%&12% | 4% | 22% | -8% | 8% | -1%
HCV inhibitor | nt | 17% | -20% | 2% | -3% | -16%
FBPA Giardia inh | -1% | ? | 3% | nt | 0% | 2%
AmpC inh detg | 2%&-3% | 9% | ? | -8% | 5% | -9%

# Compounds as they come; any-hit rate near 9.3%.
